High-throughput results deposited in PubChem BioAssay by NCI.
NCI-60 one-dose screen, 48 h, at 10 µM unless noted. Numbers give growth in % (100 = growth as untreated, 0 = no growth, -100 = all killed).
DU-145: DU-145 prostate cancer. 81,000 compounds, 4.2% hits
U251: U251 CNS tumor cells; 80,000 compounds, 5.4% hits; AID 1794753
SF-268: SF-268 CNS cancer cells. 82,000 compounds, 3.1% hits
SNB-19: SNB-19 CNS cancer cells; 81,000 compounds, 2.5% hits
SF-295: SF-295 CNS cancer cells; 79,000 compounds, 5.6% hits; AID 1794758
SF-539: SF-539 CNS cancer; 81,000 compounds, 6.8% hits; AID 1794752
PC-3: PC-3 prostate cancer cells; AID 1794754; 80,000 compounds, 3.9% hits
OVCAR-8: OVCAR-8 ovarian cancer; 81,000 compounds, 4.4% hits
* marks the source's active call; other numbers are inactive results; . = no result given; & = joins results of further samples. The calls were made as follows: active = growth percent below 10; inactive = the rest. Compounds as they come; any-hit rate near 9.2%.

SMILES | DU-145 | U251 | SF-268 | SNB-19 | SF-295 | SF-539 | PC-3 | OVCAR-8
COc1cc(/C=N/NC(=O)Cn2nnc3ccccc32)cc(OC)c1OC | 110 | 102 | 97 | 107 | 100 | 108 | 96 | 106
CCOP(=O)(CCCCN1C(=O)c2ccccc2C1=O)OCC | 114 | 101 | 101 | 106 | 98 | 97 | 93 | 97
CCCCCCCC(=O)SCC/C=C/[C@@H]1CC(=O)NCc2cccc(n2)CN(Cc2ccc3ccccc3c2)CC(=O)N[C@@H](C(C)C)C(=O)O1 | 51 | 36 | 61 | 49 | 9.4* | 59 | 35 | 23
COc1cc(-n2ncc3cc(N)ccc32)cc(OC)c1OC | 100 | 98 | 88 | 98 | 92 | 83 | 83 | 96
Cc1ccc(C(=O)Nc2cccc(C(=O)NC(=S)Nc3ccc(C(=O)O)cc3)c2)cc1 | 114 | 83 | 91 | 87 | 86 | 88 | 87 | 102
CC(=O)N(/C=C\c1sc2ccccc2[n+]1C)c1ccccc1 | 101 | 61 | 108 | 90 | 90 | 101 | 76 | 79
CCCCC1COc2cccc3c2N1C=C/C3=C\C(=O)N(C)c1ccc(OC(F)(F)F)cc1 (stereo unspecified) | 104 | 100 | 101 | 93 | 98 | 108 | 88 | 95
Cc1nc2c(=O)[nH]c(=S)[nH]c2[nH]c1=O | 119&112 | 104&113 | 104&109 | 102&104 | 95&111 | 99&104 | 97&105 | 103&103
C=CCN1C(=O)[C@@]2(Oc3ccccc3[C@H]3CC(c4ccc(Br)cc4)=NN32)c2ccccc21 | 86 | 59 | 66 | 57 | 34 | 62 | 63 | 69
O=C(Oc1cccnc1)c1ccsc1Nc1ccnc(C(F)(F)F)c1 | 108 | 92 | 43 | 98 | . | 100 | 84 | 84
O=C(Nc1cccc(F)c1)C1=NCCCCN1 | 104 | 99 | 99 | 100 | 97 | 98 | 98 | 101
Cc1nnc(SCC2=C(C(=O)O)N3C(=O)[C@@H](NC(=O)Cn4cnnn4)[C@H]3SC2)s1 | 111 | 98 | 104 | 104 | 108 | 113 | 92 | 104
C[C@H]1[C@H]2C3=CC[C@H]4[C@@](C)(CC[C@H]5C(C)(C)c6[nH]c7ccccc7c6C[C@]45C)[C@@H]3CC[C@@]2(C(=O)n2ccnc2)CC[C@@H]1C | 94 | 96 | 99 | 94 | 72 | 89 | 76 | 107
Cc1ccc(NC(=O)CCl)cc1Cl | 111 | 80 | 103 | 94 | 81 | 108 | 87 | 93
COC(=O)CC1(C(=O)OC)Nc2cc(Cl)c(Cl)cc2S(=O)(=O)N1O (stereo unspecified) | 100 | 103 | 99 | 117 | 115 | 107 | 111 | 96
COC(=O)c1cc(I)ccc1O | 124 | . | 114 | 107 | 94 | 105 | 101 | .
O=c1[nH]c2cc(Cl)ccc2c(CCl)c1Cl | 107 | 95 | 103 | 100 | . | 99 | 97 | 96
CC(C)CCC[C@@H](C)[C@H]1CC[C@H]2[C@@H]3C[C@@H](Br)[C@@]4(Br)C[C@@H](Cl)CC[C@]4(C)[C@H]3CC[C@]12C | 98 | 94 | 102 | 104 | 102 | 103 | 101 | 105
COc1ccc(OC)c(C(=O)C(=O)c2cc(OC)ccc2OC)c1 | 113 | 101 | 111 | 107 | 104 | 102 | 86 | 110
COc1ccccc1N1C(N)=NC(N)=NC1(C)C | 110 | 101 | . | 113 | 110 | 109 | 105 | 104
CN[C@]1(c2ccccc2Cl)CCCC[C@H]1NCCc1ccc(OC)c(OC)c1 | 126 | 101 | 110 | 95 | 99 | 104 | 104 | 101
O=C(O)c1ccc(-n2cc(CNc3ccc(Cl)cc3)c(-c3cc(C(F)(F)F)cc(C(F)(F)F)c3)n2)cc1 | 100 | 88 | 95 | 88 | 102 | 80 | 80 | 89
O=S(=O)(Nc1cc(Sc2cccc3cccnc23)c(O)c2ccccc12)c1ccc(F)cc1 | -25* | 5.3* | 8.1* | 42 | 22 | -16* | 17 | 5.7*
N#C/C(=C\c1ccc2ccccc2c1)C(=O)Nc1sc2c(c1C#N)CCC2 | 103 | 99 | 103 | 99 | 95 | 102 | 98 | 100
CSc1nc(N)c2c(n1)NC(c1ccc3c(c1)OCO3)CC(c1ccc(Cl)cc1)=N2 (stereo unspecified) | 104 | 76 | 81 | 74 | 89 | 98 | 51 | 105
Clc1ccc(-c2csc(NN=C(c3ccccc3)c3ccccc3)n2)cc1 | 110 | 85 | 97 | 98 | 102 | 108 | 76 | 92
COC(=O)c1nc(N)nc(C(=O)OC)c1C(=O)c1ccc2ccccc2c1 | 96&105 | 104&106 | 107&113 | 101&110 | 92&110 | 96&104 | 90&103 | 109&112
O=C(CSc1nnc(-c2cc3c([nH]c4ccccc43)c(-c3cccc(O)c3)n2)n1-c1ccccc1)c1ccccc1 | 48 | 33 | 63 | 84 | 17 | 33 | 40 | 57
O=C1Nc2c3c(nn2N=Nc2ccccc21)CCCC3 | 113 | 95 | 113 | 90 | 110 | 92 | 101 | 131
COc1ccc(/C=C/C(=O)/C=C/c2cc3ccc(Cl)cc3[nH]c2=O)cc1 | 88 | 53 | 86 | 81 | 95 | 92 | 76 | 81
CN(C)CCCC(C#N)c1ccccc1 (stereo unspecified) | 122 | 105 | 114 | 103 | 110 | . | 99 | 112
CC(=O)[C@H]1CC[C@]2(C)[C@@H]1CC[C@@H]1[C@@]3(C)C/C(=C/c4ccccn4)C(=O)C(C)(C)[C@@H]3CC[C@]12C | 110 | 92 | 101 | 101 | 102 | 98 | 69 | 96
N#C/C(=C\c1ccc(-c2ccc(F)cc2)o1)C(=O)c1c[nH]c2ccccc12 | 101 | 98 | 95 | 95 | 95 | 96 | 93 | 99
Cc1cc2ccccc2c[n+]1CCc1ccccc1 | 88 | 63 | 85 | 78 | 86 | 73 | 58 | 68
CC1CC(=O)Nc2ccccc2N1C(=O)Nc1ccc(Cl)cc1 (stereo unspecified) | 110 | 88 | 103 | 104 | 100 | 97 | . | 103
C=C(C)[C@@H]1CC=C2c3sc(-c4ccc(F)c(F)c4)nc3C[C@@H](C)[C@]2(C)C1 | 110 | 102 | 102 | 97 | 103 | 107 | 95 | 103
CCOc1cc(S(=O)(=O)O)cc2cc(S(=O)(=O)O)cc(O)c12 | 107 | 105 | 102 | 106 | 107 | 93 | 88 | 104
CCOC(=O)Cc1nc(N)n(C(=S)NC)n1 | 108 | 87 | 102 | 102 | 96 | 95 | 98 | 84
COc1cc(CNC(=O)/C=C/C=C/c2ccc3c(c2)OCO3)ccc1OCc1cn(-c2ccccc2Cl)nn1 | 96 | 96 | 98 | 92 | 101 | 98 | 95 | 100
N#Cc1c(-c2cccc(F)c2)cc(-c2ccncc2)[nH]c1=O | 104 | 100 | 98 | 97 | 103 | 95 | 95 | 102

Another view of two compounds above.
Below each SMILES – DU-145 | U251 | SF-268 | SNB-19 | SF-295 | SF-539 | PC-3 | OVCAR-8
- COC(=O)c1nc(N)nc(C(=O)OC)c1C(=O)c1ccc2ccccc2c1
 : 96&105 | 104&106 | 107&113 | 101&110 | 92&110 | 96&104 | 90&103 | 109&112
- O=C(CSc1nnc(-c2cc3c([nH]c4ccccc43)c(-c3cccc(O)c3)n2)n1-c1ccccc1)c1ccccc1
 : 48 | 33 | 63 | 84 | 17 | 33 | 40 | 57

Given with two lines to a compound: 10 of the compounds above.
Order of results – DU-145, U251, SF-268, SNB-19, SF-295, SF-539, PC-3, OVCAR-8
CN(C)CCCC(C#N)c1ccccc1 (stereo unspecified)
  122, 105, 114, 103, 110, ., 99, 112
CC(=O)[C@H]1CC[C@]2(C)[C@@H]1CC[C@@H]1[C@@]3(C)C/C(=C/c4ccccn4)C(=O)C(C)(C)[C@@H]3CC[C@]12C
  110, 92, 101, 101, 102, 98, 69, 96
N#C/C(=C\c1ccc(-c2ccc(F)cc2)o1)C(=O)c1c[nH]c2ccccc12
  101, 98, 95, 95, 95, 96, 93, 99
Cc1cc2ccccc2c[n+]1CCc1ccccc1
  88, 63, 85, 78, 86, 73, 58, 68
CC1CC(=O)Nc2ccccc2N1C(=O)Nc1ccc(Cl)cc1 (stereo unspecified)
  110, 88, 103, 104, 100, 97, ., 103
C=C(C)[C@@H]1CC=C2c3sc(-c4ccc(F)c(F)c4)nc3C[C@@H](C)[C@]2(C)C1
  110, 102, 102, 97, 103, 107, 95, 103
CCOc1cc(S(=O)(=O)O)cc2cc(S(=O)(=O)O)cc(O)c12
  107, 105, 102, 106, 107, 93, 88, 104
CCOC(=O)Cc1nc(N)n(C(=S)NC)n1
  108, 87, 102, 102, 96, 95, 98, 84
COc1cc(CNC(=O)/C=C/C=C/c2ccc3c(c2)OCO3)ccc1OCc1cn(-c2ccccc2Cl)nn1
  96, 96, 98, 92, 101, 98, 95, 100
N#Cc1c(-c2cccc(F)c2)cc(-c2ccncc2)[nH]c1=O
  104, 100, 98, 97, 103, 95, 95, 102

Additional structures follow:
SMILES | DU-145 | U251 | SF-268 | SNB-19 | SF-295 | SF-539 | PC-3 | OVCAR-8
CCN(CC)CCOC(=O)c1cc(OC)c(OC)c(OC)c1 | 105 | 104 | 103 | 102 | 96 | 94 | 97 | 103
C[C@]1(CO)O[C@H](n2cc(F)c(=O)[nH]c2=O)C[C@@H]1O | 111 | 92 | 103 | 98 | 110 | 109 | 80 | 95
[O-][n+]1onc(-c2ccccc2)c1N1CCOCC1 | 107 | 100 | 100 | 97 | 98 | 97 | 102 | 99
COc1cc(/C=N/NC(=O)COc2ccc(NC(=O)Nc3ccc(Cl)cc3)cc2)ccc1O | 100 | 115 | 96 | 99 | 98 | 97 | 98 | 103
CCOC(=O)c1cc(I)c(N)c(I)c1 | 100 | 95 | 100 | 107 | 105 | 103 | 99 | 102
CCCN(CCNc1cc(OC)cc2cccnc12)C(C)C | 104 | 99 | 96 | 104 | 98 | 104 | 96 | 92
N=c1c2c(N)n(-c3ccccc3)nc2nc2n1-c1ccccc1Sc1ccccc1-2 | 106 | 96 | 96 | 97 | 82 | 104 | 78 | 83
CN1C(=O)N(c2ccccc2)C2C1NN=c1s/c(=C\c3ccccc3)c(=O)n12 (stereo unspecified) | 106 | 99 | 100 | 99 | 106 | 97 | 99 | 105
CCOC(=O)c1c(NC(=S)Nc2ccc([N+](=O)[O-])cc2)sc2c1CCCCC2 | 90 | 77 | 89 | 82 | 87 | 92 | 44 | 77
COc1c2ccoc2c(/C=C/C=O)c2oc(-c3ccc(Cl)cc3)cc(=O)c12 | 84 | 93 | 79 | 109 | 96 | 89 | 79 | 90
CCN1CCN(CC(=O)NC2CCCCC2)C(=O)/C=C\C1=O | 102 | 108 | 97 | 99 | 100 | 106 | 91 | 112
O=C1NN(C(=O)c2ccc3ccccc3c2)C(c2ccccc2)=N/C1=C/c1ccoc1 | 109 | 91 | 85 | 95 | 101 | 103 | 38 | 84
N#C/C(=C/c1ccccc1Cl)C(N)=O | 114 | 121 | 109 | 96 | 108 | 104 | 97 | 115
Cc1cc(=O)n(C(=O)NCc2ccc(Cl)cc2Cl)[nH]1 | 109 | 97 | 97 | 100 | 105 | 109 | 93 | 97
O=C1OCC2=C1C(c1cccc(Cl)c1)c1cc3c(cc1N2CCO)OCCO3 (stereo unspecified) | -36* | 0.3* | 23 | 37 | -16* | -3.6* | 21 | 1.3*
CC(=O)N1N=C(c2ccc3ccccc3c2O)OC1c1ccc(Cl)cc1 (stereo unspecified) | 117 | 100 | 105 | 101 | . | 99 | 91 | 103
CO[C@@H]1[C@@H](OC)N(C(=O)c2ccccc2)C(=O)N1C(=O)c1ccccc1 | 110 | 102 | 102 | 100 | 95 | 111 | 91 | 105
N#CN1CCOCC1 | 97 | 100 | 118 | 109 | 114 | 123 | 99 | 107
CN1C(=O)c2ccccc2Cc2c(NCc3ccccc3)ncnc21 | 104 | 95 | 104 | 97 | . | 94 | 108 | 95
O=C(Nc1cccc(NC(=O)c2cccc3ccccc23)c1)c1ccccn1 | 109 | 112 | 105 | 104 | 91 | 106 | 95 | 114
CCOC(=O)c1ccc(-n2nc(C(=O)NCC(=O)O)nc2-c2ccccc2)cc1 | 111 | 109 | 103 | 101 | 104 | 97 | 98 | 115
CCOC(C)(c1ccc(Cl)cc1)C1CCNCC1 (stereo unspecified) | 102 | 92 | 115 | 101 | . | 88 | 83 | 100
O=C(O)C[n+]1ccccc1 | 99 | 105 | 105 | . | 103 | 97 | 92 | .
Nc1ccc(S(=O)(=O)NCC(=O)O)cc1 | 118 | 95 | 110 | 101 | 121 | 111 | 98 | 102
CCN(CC)CCC(CNc1c(C)cnc2cc(Cl)ccc12)c1ccccc1 (stereo unspecified) | 101 | 98 | 81 | . | 79 | 72 | 74 | 94
CCN1CCN(C(=O)NC(C(=O)NC2C(=O)N3C(C(=O)O)=C(CSc4nnnn4C)CSC23)c2ccc(O)cc2)C(=O)C1=O (stereo unspecified) | 121 | 113 | 121 | 121 | 110 | 94 | 96 | 105
CC(C)c1ccc(Nc2n[nH]c(=S)s2)cc1 | 104 | . | 107 | 99 | 90 | 104 | 94 | 102
Cc1cc(-c2ccccc2)n(Cc2nnc(SCC(=O)Nc3ccc(S(N)(=O)=O)cc3)o2)n1 | 111 | 94 | 105 | 88 | 81 | 99 | 75 | 92
COc1ccccc1-n1c(-c2csc(N)n2)n[nH]c1=S | 106 | 146 | 98 | 100 | 110 | 110 | 104 | 127
CCOC(=O)Cc1nnn(C)n1 | 105 | 98 | 101 | 110 | 105 | 100 | 98 | 98
COc1ccc(-c2c(C#N)c(-c3ccccc3)nc3c2c(-c2ccccc2)nn3-c2ccccc2)cc1 | 99 | 85 | 103 | 104 | 103 | 84 | 85 | 101
O=C(/C=C/c1ccc(-c2ccccc2)cc1)c1nc2ccccc2n1Cc1ccc(F)cc1 | 54 | 33 | 62 | 45 | 40 | -16* | 48 | 46
CC(=O)c1ccc(N=Nc2c(Nc3ccccc3)[nH][nH]c2=O)cc1 | 103 | 108 | 70 | 107 | 114 | 103 | 97 | 95
CC(C)(C)[Si](C)(C)OC1[C@@H](COC(N)=O)O[C@@H](n2cnc3c(N)ncnc32)[C@H]1O[Si](C)(C)C(C)(C)C (stereo partly specified) | 75 | 83 | 80 | . | 118 | 97 | 18 | 85
O=C(Nc1ccccc1)Nc1nc2ccccc2s1 | 104 | 96 | 111 | 90 | 82 | 89 | 67 | 90
